INS-1E rescue – protection of INS-1E cells from cytokine death, primary screen, ATP luminescence, single point. INS-1E cytokine-induced death, 48 h; normalised: neutral wells 0, positive control 100. protection from cytokine-induced ATP loss, % at 10 µM. AID 488910, 2010. hit rate 0.1% among 20,000;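 active means mean replicate protection from cytokine-induced ATP loss at least 50% and at least 75% of replicates each reaching 50%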
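Assay system: INS-1E rat insulinoma cells. Amount: 8000 cells per well. Medium: phenol-red-free RPMI with 5% fetal bovine serum. Reagent: IL-1β, TNF-α and IFN-γ cytokine mix. Doses: one compound concentration, pin transfer. Schedule: 48 h co-treatment, 10 min post-lysis read. Detection: CellTiter-Glo luminescence measuring cellular ATP.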
T cruzi intra – inhibitors of intracellular Trypanosoma cruzi, primary screen, cell-based, plate reader, single point, set 2 | intracellular Trypanosoma cruzi in host cells | activity score (inhibition), % at 5.01 µM | hit rate 4.9% among 22,000; in the data active means activity score above about 55%;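 further: parasites and compound incubated about four days before reading; 0% = median of neutral control wells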
The depositor's hits bear a star; nt = not tested or not shown. Compounds as they come; overall some 4.8% were active at least once.

Results follow in this order: T cruzi intra, INS-1E rescue
> Cc1ccc(S(=O)(=O)Nc2ccc3c(c2)C(=O)N([C@@H](C)CO)C[C@@H](C)[C@@H](CN(C)C(=O)NC(C)C)O3)cc1
  4.0, nt
> C[C@@H]1CN([C@H](C)CO)C(=O)c2cccc(NS(=O)(=O)c3ccc(F)cc3)c2O[C@H]1CN(C)S(=O)(=O)c1ccc(Cl)cc1
  -4.4, 5.9
> C[C@H]1CN([C@@H](C)CO)C(=O)c2cccc(NC(=O)Nc3cccc4ccccc34)c2O[C@H]1CN(C)C(=O)Nc1ccc(C(F)(F)F)cc1
  63.2*, -29.1
> COc1ccc(NC(=O)Nc2ccc3c(c2)C(=O)N([C@@H](C)CO)C[C@H](C)[C@@H](CN(C)Cc2ccc(Oc4ccccc4)cc2)O3)cc1
  5.1, -9.6
> COc1ccc(NC(=O)Nc2cccc3c2O[C@@H](CN(C)S(=O)(=O)c2ccccc2)[C@@H](C)CN([C@@H](C)CO)C3=O)cc1
  0.8, -0.4
> Cc1ccc(S(=O)(=O)Nc2ccc3c(c2)CC(=O)N([C@@H](C)CO)C[C@H](C)[C@H](CN(C)Cc2ccc(C(F)(F)F)cc2)O3)cc1
  39.9, 9.4
> C[C@@H]1CN([C@H](C)CO)C(=O)Cc2cc(NS(=O)(=O)c3ccc(F)cc3)ccc2O[C@@H]1CN(C)Cc1ccc(C(F)(F)F)cc1
  60.4*, -48.4
> C[C@@H]1CCCCO[C@H](CN(C)CC2CCCCC2)[C@@H](C)CN([C@H](C)CO)C(=O)c2cc(NS(C)(=O)=O)ccc2O1
  5.7, -2.2
> C[C@H](CO)N1C[C@H](C)[C@@H](CN(C)Cc2ccc(C(=O)O)cc2)Oc2c(NC(=O)c3cnccn3)cccc2C1=O
  31.8, 10.1
> Cc1noc(C)c1S(=O)(=O)N(C)C[C@H]1Oc2ccc(NS(=O)(=O)c3ccc(F)cc3)cc2CC(=O)N([C@@H](C)CO)C[C@@H]1C
  -7.1, -4.5
> Cc1noc(C)c1NC(=O)Nc1ccc2c(c1)CC(=O)N([C@@H](C)CO)C[C@H](C)[C@@H](CN(C)C(=O)Nc1ccc3c(c1)OCO3)O2
  -9.6, -1.0
> C[C@@H]1CCCCO[C@H](CN(C)C(=O)Nc2ccc(F)cc2)[C@@H](C)CN([C@H](C)CO)C(=O)c2cc(NC(=O)Cc3ccccc3)ccc2O1
  10.9, -1.0
> C[C@@H]1CN([C@@H](C)CO)C(=O)CCCn2nncc2CO[C@H]1CN(C)C(=O)c1ccc2ccn(C)c2c1
  -8.3, nt
> C[C@H](CO)N1C[C@H](C)[C@H](CN(C)S(=O)(=O)c2ccc(F)cc2)Oc2ncc(-c3ccc(F)cc3)cc2C1=O
  30.4, nt
> Cc1noc(C)c1NC(=O)Nc1ccc2c(c1)C(=O)N([C@H](C)CO)C[C@H](C)[C@@H](CN(C)C(=O)NC(C)C)O2
  -11.7, -3.8
> C[C@H]1CN([C@@H](C)CO)C(=O)c2cccc(NC(=O)c3ccc(-c4nccs4)cc3)c2O[C@H]1CN(C)C(=O)Nc1ccc2c(c1)OCO2
  -2.9, 3.9
> C[C@H]1CN([C@@H](C)CO)C(=O)c2cccc(NS(C)(=O)=O)c2O[C@H]1CN(C)S(=O)(=O)c1ccc(F)cc1
  -10.1, 9.0
> C[C@@H]1CN([C@@H](C)CO)C(=O)c2cc(NC(=O)NC3CCCCC3)ccc2O[C@H]1CN(C)C(=O)Nc1ccccc1
  -11.5, -10.3
> Cc1noc(C)c1S(=O)(=O)Nc1ccc2c(c1)C(=O)N([C@@H](C)CO)C[C@@H](C)[C@@H](CN(C)S(=O)(=O)c1c(C)noc1C)O2
  9.1, 6.0
> C[C@H](CO)N1C[C@H](C)[C@H](CN(C)CC2CC2)Oc2c(NC(=O)C3CCCCC3)cccc2C1=O
  -2.9, -9.5
> C[C@H](CO)N1C[C@H](C)[C@H](CN(C)Cc2ccccc2)Oc2c(NC(=O)c3nc4ccccc4s3)cccc2C1=O
  49.4, -26.5
> COC(=O)CCCCCCC(=O)N/N=C/c1cccc(OCCO)c1
  0.3, -21.2
> C[C@@H]1CN([C@H](C)CO)C(=O)c2cc(NS(=O)(=O)c3ccc(F)cc3)ccc2O[C@H]1CN(C)C(=O)Nc1cccc2ccccc12
  -5.4, 0.1
> C[C@@H]1CN([C@@H](C)CO)C(=O)c2cccc(N(C)C)c2O[C@H]1CN(C)S(=O)(=O)c1ccccc1
  -0.7, 2.7
> COc1ccc(NC(=O)Nc2cccc3c2O[C@H](CN(C)C(=O)Nc2ccc4c(c2)OCO4)[C@H](C)CN([C@H](C)CO)C3=O)cc1
  -14.6, 10.3
> Cc1noc(C)c1NC(=O)N(C)C[C@H]1Oc2ccc(NC(=O)c3ccncc3)cc2C(=O)N([C@H](C)CO)C[C@@H]1C
  -8.4, 6.3
> Cc1noc(C)c1NC(=O)N(C)C[C@@H]1Oc2ncc(C#CCN(C)C)cc2C(=O)N([C@H](C)CO)C[C@@H]1C
  -17.3, nt
> C[C@@H]1CN([C@@H](C)CO)C(=O)c2cc(NC(=O)CCCCCC(=O)Nc3ccccc3N)ccc2O[C@H]1CN(C)C(=O)Nc1cccc2ccccc12
  37.6, 6.8
> C[C@@H]1CCCCO[C@H](CN(C)C(=O)CCC(F)(F)F)[C@@H](C)CN([C@H](C)CO)C(=O)c2cc(N(C)C)ccc2O1
  6.6, 1.3
> C[C@H]1CN([C@@H](C)CO)C(=O)Cc2cc(NC(=O)CCC(F)(F)F)ccc2O[C@@H]1CN(C)Cc1ccccc1
  24.1, 7.1
> Cc1noc(C)c1S(=O)(=O)Nc1ccc2c(c1)CC(=O)N([C@H](C)CO)C[C@@H](C)[C@H](CN(C)C(=O)Nc1ccccc1)O2
  -19.9, 21.7
> C[C@H]1CN([C@@H](C)CO)C(=O)Cc2cc(N(C)C)ccc2O[C@@H]1CN(C)C(=O)Nc1ccc2c(c1)OCO2
  -30.9, 20.6
> C[C@@H]1CN([C@H](C)CO)C(=O)Cc2cc(NS(=O)(=O)c3ccc(F)cc3)ccc2O[C@@H]1CN(C)S(=O)(=O)c1ccc(F)cc1
  47.1, 2.0
> C[C@@H]1CN([C@@H](C)CO)C(=O)c2cccc(NC(=O)Nc3ccccc3)c2O[C@@H]1CN(C)C
  -36.6, -1.8
> C[C@@H]1CN([C@@H](C)CO)C(=O)c2cccc(NC(=O)c3ccncc3)c2O[C@H]1CN(C)S(=O)(=O)c1cn(C)cn1
  -3.4, 1.7
> C[C@@H]1CN([C@@H](C)CO)C(=O)Cc2cc(NC(=O)Cn3cnnn3)ccc2O[C@@H]1CN(C)C(=O)Nc1ccc2c(c1)OCO2
  -36.1, 1.4
> C[C@@H]1CCCCO[C@@H](CN(C)S(C)(=O)=O)[C@@H](C)CN([C@H](C)CO)C(=O)c2cc(N(C)C)ccc2O1
  -23.7, -8.0
> COc1ccc(S(=O)(=O)Nc2ccc3c(c2)C(=O)N([C@H](C)CO)C[C@@H](C)[C@H](CN(C)S(=O)(=O)c2ccccc2)O3)cc1
  13.9, 0.0
> C[C@H](CO)N1C[C@H](C)[C@@H](CN(C)CC2CCCCC2)OCc2cnnn2CCCC1=O
  23.8, 7.3
> C[C@H](CO)N1C[C@H](C)[C@@H](CN(C)CC2CCCCC2)Oc2c(NC(=O)c3ccc(-c4nccs4)cc3)cccc2C1=O
  44.8, -37.2

Compounds shown so far containing a CF3 group (five):
Results follow in this order: T cruzi intra, INS-1E rescue
> C[C@H]1CN([C@@H](C)CO)C(=O)c2cccc(NC(=O)Nc3cccc4ccccc34)c2O[C@H]1CN(C)C(=O)Nc1ccc(C(F)(F)F)cc1
  63.2*, -29.1
> Cc1ccc(S(=O)(=O)Nc2ccc3c(c2)CC(=O)N([C@@H](C)CO)C[C@H](C)[C@H](CN(C)Cc2ccc(C(F)(F)F)cc2)O3)cc1
  39.9, 9.4
> C[C@@H]1CN([C@H](C)CO)C(=O)Cc2cc(NS(=O)(=O)c3ccc(F)cc3)ccc2O[C@@H]1CN(C)Cc1ccc(C(F)(F)F)cc1
  60.4*, -48.4
> C[C@@H]1CCCCO[C@H](CN(C)C(=O)CCC(F)(F)F)[C@@H](C)CN([C@H](C)CO)C(=O)c2cc(N(C)C)ccc2O1
  6.6, 1.3
> C[C@H]1CN([C@@H](C)CO)C(=O)Cc2cc(NC(=O)CCC(F)(F)F)ccc2O[C@@H]1CN(C)Cc1ccccc1
  24.1, 7.1

Quoted at random: two entries already listed.
Results follow in this order: T cruzi intra, INS-1E rescue
> C[C@@H]1CCCCO[C@@H](CN(C)S(C)(=O)=O)[C@@H](C)CN([C@H](C)CO)C(=O)c2cc(N(C)C)ccc2O1
  -23.7, -8.0
> C[C@H]1CN([C@@H](C)CO)C(=O)Cc2cc(N(C)C)ccc2O[C@@H]1CN(C)C(=O)Nc1ccc2c(c1)OCO2
  -30.9, 20.6

Continued.
Results follow in this order: T cruzi intra, INS-1E rescue
> Cc1cc(C(=O)Nc2cccc3c2O[C@H](CN(C)C(=O)NC(C)C)[C@H](C)CN([C@H](C)CO)C3=O)n(C)n1
  -8.8, 1.6
> C[C@H]1CN([C@@H](C)CO)C(=O)c2cc(NC(=O)Nc3ccccc3)ccc2O[C@@H]1CN(C)Cc1ccncc1
  -10.4, 1.7
> C[C@H](CO)N1C[C@H](C)[C@H](CN(C)C(=O)NC2CCCCC2)Oc2ncc(C#Cc3cccc(F)c3)cc2C1=O
  63.4*, nt
> C[C@@H]1CN([C@H](C)CO)C(=O)CCCn2cc(nn2)CO[C@H]1CN(C)C(=O)Nc1ccc(N2CCCCC2)cc1
  -5.3, nt
> C[C@H]1CN([C@@H](C)CO)C(=O)Cc2cc(NC(=O)Nc3ccc4c(c3)OCO4)ccc2O[C@@H]1CN(C)Cc1ccncc1
  -6.7, 2.9
> COc1ccc(S(=O)(=O)Nc2cccc3c2O[C@@H](CN(C)C(=O)Nc2ccc(C(F)(F)F)cc2)[C@@H](C)CN([C@H](C)CO)C3=O)cc1
  6.1, -20.7
> C[C@H](CO)N1C[C@H](C)[C@@H](CN(C)S(C)(=O)=O)Oc2ccc(NC(=O)Nc3ccc(C(F)(F)F)cc3)cc2C1=O
  -8.8, 2.3
> Cc1noc(C)c1NC(=O)Nc1cccc2c1O[C@@H](CN(C)Cc1ccc3c(c1)OCO3)[C@H](C)CN([C@@H](C)CO)C2=O
  -0.1, 10.7
> C[C@@H]1CN([C@@H](C)CO)C(=O)c2cc(NC(=O)Nc3ccccc3)ccc2O[C@@H]1CN(C)Cc1ccc2c(c1)OCO2
  -4.2, 0.5
> Cc1noc(C)c1NC(=O)N(C)C[C@H]1Oc2ccc(NC(=O)CCN3CCOCC3)cc2C(=O)N([C@@H](C)CO)C[C@@H]1C
  -29.1, 7.8
> COc1cc(Br)cc(/C=N/NC(=O)CCCCCCC(=O)Nc2ccccc2O)c1O
  31.9, 3.7
> CNC[C@H]1Oc2ccc(NC(=O)CCN3CCOCC3)cc2C(=O)N([C@@H](C)CO)C[C@@H]1C
  -16.3, 0.0
> C[C@H](CO)N1C[C@H](C)[C@H](CN(C)Cc2ccc3c(c2)OCO3)Oc2c(NS(=O)(=O)c3cccs3)cccc2C1=O
  -10.5, -0.6
> Cc1noc(C)c1NC(=O)Nc1cccc2c1O[C@H](CN(C)Cc1ccc(Oc3ccccc3)cc1)[C@@H](C)CN([C@@H](C)CO)C2=O
  32.5, -20.1
> C[C@@H]1CN([C@H](C)CO)C(=O)c2cccc(NC(=O)c3cnccn3)c2O[C@@H]1CN(C)S(=O)(=O)c1cccs1
  5.7, -3.8
> C[C@@H]1CN([C@H](C)CO)C(=O)c2cccc(NC(=O)Nc3ccc(C(F)(F)F)cc3)c2O[C@@H]1CN(C)S(=O)(=O)c1ccc(F)cc1
  48.5, -69.1
> Cc1noc(C)c1NC(=O)Nc1ccc2c(c1)C(=O)N([C@H](C)CO)C[C@@H](C)[C@H](CN(C)Cc1ccc(-c3ccccc3)cc1)O2
  -0.4, -3.3
> C[C@H]1CN([C@@H](C)CO)C(=O)Cc2cc(NS(=O)(=O)c3cn(C)cn3)ccc2O[C@@H]1CN(C)C(=O)Nc1ccc(C(F)(F)F)cc1
  0.5, 4.9
> C[C@H](CO)N1C[C@H](C)[C@@H](CN(C)C(=O)Nc2ccc(F)cc2)Oc2ccc(NC(=O)Cn3cnnn3)cc2C1=O
  -8.0, 12.9
> C[C@@H]1CN([C@H](C)CO)C(=O)c2cc(NS(=O)(=O)c3ccc(Cl)cc3)ccc2O[C@@H]1CN(C)Cc1ccc(C(F)(F)F)cc1
  10.4, -32.8
> Cc1ccc(S(=O)(=O)Nc2ccc3c(c2)C(=O)N([C@H](C)CO)C[C@H](C)[C@@H](CN(C)C(=O)Nc2c(C)noc2C)OCCCC[C@@H](C)O3)cc1
  -28.0, 2.0
> C[C@@H]1CN([C@@H](C)CO)C(=O)c2cc(NC(=O)Nc3cccc4ccccc34)ccc2O[C@@H]1CN(C)C
  -15.2, -4.9
> C[C@@H]1CN([C@@H](C)CO)C(=O)c2cccc(NC(=O)Nc3cccc4ccccc34)c2O[C@H]1CN(C)S(=O)(=O)c1cccs1
  15.8, 7.1
> C[C@@H]1CN([C@@H](C)CO)C(=O)c2cccc(NS(=O)(=O)c3ccc(Cl)cc3)c2O[C@@H]1CN(C)S(=O)(=O)c1cn(C)cn1
  -10.5, 6.4
> C[C@H](CO)N1C[C@H](C)[C@@H](CN(C)S(=O)(=O)c2cn(C)cn2)Oc2c(NC(=O)Nc3cccc4ccccc34)cccc2C1=O
  -5.5, 8.6
> CC(C)NC(=O)N(C)C[C@H]1Oc2ccc(NC(=O)Nc3ccccc3)cc2C(=O)N([C@@H](C)CO)C[C@H]1C
  6.2, 11.6
> COc1ccc(C#Cc2cnc3c(c2)C(=O)N([C@H](C)CO)C[C@H](C)[C@H](CN(C)S(C)(=O)=O)O3)cc1OC
  12.2, nt
